KB-V1 MDR tox = kills drug-selected multidrug resistant KB-V1 cells; Potency, µM (doses to about 46.1 µM), inactives show top-dose activity change, negative = cytotoxicity, usual class: cytotoxic; KB-V1 MDR cells viability, CellTiter-Glo, 72 h; 400,000 compounds, 3.4% hits; AID 1347076; note: potency is the fitted concentration of half-maximal effect; % is set by controls: 0 for no effect and ±100 for the full control effect; nearly all actives have a fitted effect of over 60% in size
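Following 72 h at 37 degrees C with compound, KB-V1 cell viability was read by CellTiter-Glo luminescence, medium being phenol-red-free DMEM plus 10% FBS; concentration-response parameters came from normalized, curve-fitted qHTS data.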
HT1080NT lethal = kills 2HG-producing HT-1080-NT fibrosarcoma cells; HT-1080-NT fibrosarcoma viability, CellTiter-Glo ATP luminescence, 48 h; Potency, µM (series often up to 46.1 µM), inactives show top-dose activity, negative = less viability, most hits filed as cytotoxic; 360,000 compounds, 1.6% hits; AID 686970;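 note: NT is the 2HG producing partner of a matched IDH1 knockdown line; potency is the fitted concentration of half-maximal effect; 0% = DMSO-treated cells and -100% = media-only wells without cells; nearly all actives have a fitted effect of over 55% in size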
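Luminescent CellTiter-Glo readout after 48 hours of compound exposure at 37 degrees C defined viability of HT-1080-NT cells. Activity was normalized to DMSO wells and cell-free media wells; concentration-response curves were fitted and assigned curve classes.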
KB-3-1 tox = kills parental KB-3-1 adenocarcinoma cells. AID 1347075. 400,000 compounds, 1.4% hits. Potency, µM (top dose mostly 46.1 µM), for the others: at the highest dose activity change, negative = cytotoxic, most hits filed as cytotoxic. KB-3-1 viability, CellTiter-Glo ATP luminescence, 72 h; note: potency is the fitted concentration of half-maximal effect; % is set by controls: 0 for no effect and ±100 for the full control effect; nearly all actives have a fitted effect of over 60% in size
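Screening of KB-3-1 cells (DMEM, 10% FBS, phenol-red free) ran from lowest to highest compound concentration; after 72 h at 37 °C viability was read luminescently and curves fitted.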
DRD3 agonist = activates the human D3 dopamine receptor. P35462. D3R DiscoveRx beta-arrestin cells, luminescence, 90 min. max activation, %. 410,000 compounds, 0.58% hits. AID 652048; in the data active = max activation above about 30%; note: 0% is about no effect; mostly tested at two doses, the higher about 12 µM
Target sequence (P35462 whole entry, looked up): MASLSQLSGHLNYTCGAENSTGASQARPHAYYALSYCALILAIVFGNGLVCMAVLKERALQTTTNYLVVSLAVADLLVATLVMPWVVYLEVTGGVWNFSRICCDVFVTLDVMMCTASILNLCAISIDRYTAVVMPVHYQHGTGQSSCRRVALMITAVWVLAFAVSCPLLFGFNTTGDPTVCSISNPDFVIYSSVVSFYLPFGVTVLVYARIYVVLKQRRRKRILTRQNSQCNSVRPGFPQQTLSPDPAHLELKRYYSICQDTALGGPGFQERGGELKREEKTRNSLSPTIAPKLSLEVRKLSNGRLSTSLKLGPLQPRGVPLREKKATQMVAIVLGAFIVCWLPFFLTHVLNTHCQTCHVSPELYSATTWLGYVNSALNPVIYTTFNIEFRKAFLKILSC
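Cells at 1500/well, incubated overnight, then treated with pinned compounds (dopamine as control) for 90 min at 37 degrees C. DiscoveRx reagent added for 30 - 60 minutes at room temperature; luminescence read.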
GLP1R cytotox = cytotoxic in the GLP-1 receptor inverse agonist counter-screen; HEK293 cAMP-luciferase reporter cells, luminescence, 24 h; Potency, µM (highest dose often 38.3 µM), inactives show at the top dose activity change, negative = inhibition, hits mostly inhibitors; 410,000 compounds, 0.13% hits; AID 624418;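 note: loss of luciferase light is scored as toxicity; potency is the fitted concentration of half-maximal effect; % is set by controls: 0 for no effect and ±100 for the full control effect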
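1536-well qHTS counterscreen of the MLSMR; 200 cells/uL, 12 h pre-incubation, 23 nL cpd, 24 h at 37 deg C 5% CO2, luciferase detection reagent, 12 min RT, luminescence. Inhibition = undesired.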
MCF10A rereplic = DNA re-replication induction in MCF 10a cells | MCF 10A DNA re-replication, Hoechst nuclear intensity, 48 h | Potency, µM (top dose mostly 46.1 µM), inactives show at the top dose activity, positive = re-replication, hits mostly activators | AID 624296 | 350,000 compounds, 2.9% hits; note: potency is the fitted concentration of half-maximal effect; % of control where 0% means no effect; nearly all actives have a fitted effect of over 50% in size
SW480 rerep = DNA re-replication induction in SW480 cells | 340,000 compounds, 1.8% hits | Potency, µM (titrated, usually from 46.1 µM), inactives show top-dose re-replication activation, most hits filed as activators | SW480 DNA re-replication, Hoechst DNA content imaging, 48 h; note: potency is the fitted concentration of half-maximal effect; % of control where 0% means no effect; nearly all actives have a fitted effect of over 55% in size
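Quantitative HTS format with DMSO vehicle controls; 48 hr drug incubation at 37 C, then 40 min Hoechst staining and scanning imager measurement at 405 nm excitation.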
HT1080 IDH1KD tx = kills HT-1080 cells with IDH1 knockdown. HT-1080 IDH1 knockdown viability, ATP luminescence, 48 h. Potency, µM (highest dose often 46.1 µM), inactives show top-dose activity, negative = toxicity, hits mostly cytotoxic. 360,000 compounds, 2% hits;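 note: potency is the fitted concentration of half-maximal effect; 0% = DMSO wells and -100% = cell-free medium wells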
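IDH1KD HT-1080 cells, 750/well, RPMI + 5% FBS; compound pinned after 2 h settling; 48 h, 37 °C; CellTiter-Glo luminescence; % activity normalised to DMSO and no-cell wells; curves fitted, classed by r2 and efficacy.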
IL-1B inflam inh = inhibitors of inflammasome signaling (IL-1 beta secretion); 360,000 compounds, 4.7% hits; activity change, % at 57.5 µM; THP-1 LPS/ATP IL-1B secretion, AlphaLISA, 16 h; stronger effect = lower value; AID 743279; in the data active = activity change below about -50%; inconclusive = mostly about -30% to -49%; note: % is set by controls: 0 for no effect and ±100 for the full control effect
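THP-1 cells pretreated 1 hr with compounds (up to 57.5 uM final), then stimulated with LPS (250 ng/mL final) plus ATP (1.25 mM final); secreted IL-1B measured by AlphaLISA after 16 hr, decreased signal indicating inhibition.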
* hit, by the source's call; ? = inconclusive; · = not tested or not shown; & = joins results of further samples; [ ] = remark or other dose. Unless noted, calls come from the whole dose curve; as a rule, active = well fitted curve in the direction sought with a large enough effect; inconclusive = small, poorly fitted or top-dose-only effect, or another doubt; inactive = no such curve, though single readings can be large; an effect the other way counts as inactive or inconclusive.

(1) COc1ccc(S(=O)(=O)N2CCc3ccccc32)cc1C(=O)NCCc1ccccn1
(2) Cc1nc2ccc(S(=O)(=O)NCC(=O)N3CCOCC3)cc2s1
(3) Cc1ccc(N(C)S(=O)(=O)c2cccc(C(=O)OCC(=O)N3CCCC(C)C3)c2)cc1 (stereo not given)
(4) C[C@]12c3[nH]c4cc(-c5ccco5)ccc4c3CCN1C(=O)[C@@H](CC(=O)NCCc1ccccn1)C[C@@H]2C(=O)N1CCOCC1
(5) CC(C)n1c(SCC(=O)N2CCCC2)nc2c1c(=O)n(C)c(=O)n2C
(6) Cc1ccc(NC(=O)c2cc(S(=O)(=O)N3CCCCC3)c[nH]2)cc1F
screen / no.	1	2	3	4	5	6
KB-V1 MDR tox	-29%	9%	21µM*	-9%	-34%	15%
HT1080NT lethal	-26%	-1%	8%	10%	-5%	4%
KB-3-1 tox	-6%	-2%	2%	15%	22%	10%
DRD3 agonist	0	3	14	0	9	-6&-2
GLP1R cytotox	-13%[0.307 µM]	6%	-15%	-12%	13%	4%&-3%
MCF10A rereplic	3%	20%	9%	1%	22%	-3%
SW480 rerep	-5%	-1%	-5%	6%[9.22 µM]	11%	15%
HT1080 IDH1KD tx	-19%	-2%	9%	6%	-27%	1%
IL-1B inflam inh	15	-3	10	10	1	-13

(7) CSC1=NC2(CCCCC2)C2=C(CCCC2)N1
(8) O=C(NCc1ccc(F)cc1)c1cc2c(cc1Cl)N1CCCCCC1=NS2(=O)=O
(9) CN(Cc1cccs1)C(=O)COC(=O)CNC(N)=O
(10) CN(C)S(=O)(=O)c1ccc(NC(=O)CSc2nnc(-c3ccco3)n2N)cc1
(11) O=C1N/C(=N/NC(=O)c2cccc3ccccc23)S/C1=C\c1ccccc1OCc1ccccc1
(12) Cc1ccc2cc(C(c3nnnn3C3CCCC3)N(Cc3ccccc3)Cc3ccco3)c(=O)[nH]c2c1 (stereo not given)
screen / no.	7	8	9	10	11	12
KB-V1 MDR tox	-25%	?	?	-7%	-25%	?
HT1080NT lethal	0%	-3%[9.24 µM]	?	-3%	?	14%
KB-3-1 tox	-10%	0%	4%	0%	?	2%
DRD3 agonist	1	0	3	-18	6	-1
GLP1R cytotox	10%	-8%	-5%	11%	3%	10%
MCF10A rereplic	?	23%	-3%	4%	23µM*	4%
SW480 rerep	-8%	-8%	-36%[inhibitor]	-5%	5%	?
HT1080 IDH1KD tx	0%	-1%	2%	-2%	?	8%
IL-1B inflam inh	-26	13	0	-10	19	-14

(13) CCCC(=O)Nc1ccc2c(c1)COC2=O
(14) COc1cc(C(C)=O)ccc1Oc1ncccn1
(15) Nc1nnc2c(n1)[nH]c1ccccc12
(16) COc1ccc(NC(=O)C2(C)CCN2Cc2ccc(OC(C)C)cc2)cc1OC (stereo not given)
(17) COc1cccc(C(NC(C)=O)c2nc(-c3ccccc3C)cs2)c1 (stereo not given)
(18) CCOC(=O)C1=C(CC)Nc2ccccc2N/C1=N\S(=O)(=O)c1ccc(C(=O)OCC)cc1
screen / no.	13	14	15	16	17	18
KB-V1 MDR tox	10%	2%	?	0%	-7%	-15%
HT1080NT lethal	-3%	-9%	·	?	-3%	-1%
KB-3-1 tox	0%	?	-9%	0%	0%	-5%
DRD3 agonist	3	-2	5	1	7	4
GLP1R cytotox	14%	12%	5%	2%	1%	-4%
MCF10A rereplic	-3%	11%	·	·	·	5%
SW480 rerep	-6%	2%	·	·	·	-4%
HT1080 IDH1KD tx	-2%	-8%	·	-2%	6%	-5%
IL-1B inflam inh	16	-6	·	13	21	14

(19) CCc1ccc(C(c2ccccc2)c2c(C)[nH]c3ccccc23)s1 (stereo not given)
(20) C[C@@H](NC(=O)c1[nH]cnc1C(=O)Nc1ccc(Cl)cc1)c1ccccc1
(21) CCC(CC)NC(=O)COC(=O)c1cc(SC)ccc1Cl
(22) COC(C/C=C\[C@@H](O)[C@H](C)OCc1ccccc1)OC
(23) CC(C)CC(=O)Nc1cc([N+](=O)[O-])ccc1Cl
(24) CCOc1ccccc1C(O)C1=CC(=O)c2ccccc2C1=O (stereo not given)
screen / no.	19	20	21	22	23	24
KB-V1 MDR tox	-24%	?	-1%	20%	-8%	-13%
HT1080NT lethal	·	?	23%	0%	-30%	2%
KB-3-1 tox	?	?	-7%	4%	-8%	-6%
DRD3 agonist	-3	-3	-3	1	-6	1
GLP1R cytotox	-10%	?	18%	?	-1%	7%
MCF10A rereplic	·	25%	10%	-1%	-30%[inhibitor]	?
SW480 rerep	·	-2%	-12%	-1%	-5%	4%
HT1080 IDH1KD tx	·	?	23%	0%	-6%	8%
IL-1B inflam inh	·	-9	-8	12	-14	-8

(25) Cc1cccc(-c2ccc3ncnc(NCc4cccnc4)c3c2)c1
(26) Cc1ccc(NCc2nnc(SCC(N)=O)o2)c(C)c1
(27) O=C(COCCOCC(=O)N(c1ccccn1)C1CCCCC1)N(c1ccccn1)C1CCCCC1
(28) Cc1ccc(-c2csc(N3CCN(c4cc5c(cc4Cl)nc(C(C)N)n5CCCO)CC3)n2)cc1 (stereo not given)
(29) Cc1ccc(CNC(=O)c2ccc(-n3c(C)cc4c3CCCC4)cc2)cc1
(30) O=C(NC1CC1)c1cccc(NC(=O)c2cnn(-c3ccccc3)n2)c1
screen / no.	25	26	27	28	29	30
KB-V1 MDR tox	-6%	4%	-5%	6%	-17%	15µM*
HT1080NT lethal	·	2%	2%	15%	·	3%
KB-3-1 tox	-11%	1%	6%	23%	2%	9%
DRD3 agonist	·	-2	3	3	-3	-7
GLP1R cytotox	·	-1%	-8%	-19%	-7%	?
MCF10A rereplic	25%	3%	-1%	10%	·	3%
SW480 rerep	-4%	-7%	19%	-4%	·	-7%
HT1080 IDH1KD tx	·	9%	7%	6%	·	7%
IL-1B inflam inh	·	15	2	29	·	8

(31) Cc1cc(OC(C)C(=O)NCc2cccnc2)c2c(C)cc(=O)oc2c1 (stereo not given)
(32) CNC(=O)c1cc2c(-c3ccccc3)nn(C)c2s1
(33) OCc1ccnc2oc3ccccc3c12
(34) O=C(OCc1cn([C@H]2CN(Cc3cccs3)[C@@H](c3ccc(Cl)cc3)C[C@@H]2O)nn1)c1ccccc1
(35) O=C(COC(=O)CNC(=O)C1CCCCC1)Nc1cc(C(F)(F)F)ccc1Cl
(36) O=C(CN1CCN(S(=O)(=O)c2ccc3c(c2)OCCO3)CC1)Nc1ccccc1Br
screen / no.	31	32	33	34	35	36
KB-V1 MDR tox	0%	0%	8%	3%	-17%	5%
HT1080NT lethal	0%	-5%	5%	6%	·	14%
KB-3-1 tox	0%	-17%	-5%	9%	0%	4%
DRD3 agonist	3	0	6	-3	·	3
GLP1R cytotox	19%	-2%	5%	4%	·	-2%
MCF10A rereplic	-1%	17%	-1%	·	?	-1%
SW480 rerep	1%	6%	-12%	·	-25%[9.22 µM]	15%
HT1080 IDH1KD tx	8%	1%	13%	6%	·	3%
IL-1B inflam inh	4	-11	0	18	·	0

(37) Cc1oc(-c2ccc(Cl)cc2)nc1CS(=O)CC(=O)NC1CCCC1 (stereo not given)
(38) Cc1ccc(NC(=S)N(Cc2ccco2)C(C)c2cccs2)c(Cl)c1 (stereo not given)
(39) COc1ccc(NC(=O)COC(=O)c2ccc(OCc3ccccc3Cl)c(OC)c2)c(OC)c1
(40) CC1(C)CC(=S)Nc2ccccc2S1
(41) Cc1cc(=O)[nH]c(N/N=C/c2ccc(F)cc2)n1
(42) O=C(NCCN1CCOCC1)C1CCC(=O)N1C1CCCCC1 (stereo not given)
screen / no.	37	38	39	40	41	42
KB-V1 MDR tox	-24%	15%	0%	10%	27%	16%
HT1080NT lethal	1%	-27%	14%	2%	25%	5%
KB-3-1 tox	-5%	2%	7%	17%	6%	-3%
DRD3 agonist	1	-9	11	2	5	1
GLP1R cytotox	-8%	6%	-2%	-13%	-11%	-19%
MCF10A rereplic	-3%	1%	?	1%	1%	0%
SW480 rerep	-30%	1%	0%	?	10%	-3%
HT1080 IDH1KD tx	-1%	-21%	11%	3%	21%	-1%
IL-1B inflam inh	2	-71*	26	19	-1	4

(43) COCCNc1nc2nonc2nc1N1C[C@H]2CC[C@H]1C2
(44) CC(NC(=O)c1ccccc1NC(=O)c1ccco1)c1ccccc1 (stereo not given)
(45) O=C(Nc1ccc(OC(=O)c2ccncc2)cc1)c1ccncc1
(46) O=C(NC(Cc1ccccc1)c1ccc2c(c1)OCCCO2)c1ccccc1F (stereo not given)
screen / no.	43	44	45	46
KB-V1 MDR tox	8%	?	1%	16µM*
HT1080NT lethal	-12%	9%	19%	2%
KB-3-1 tox	11%	0%	17%	15%
DRD3 agonist	1	-8	-7	-2
GLP1R cytotox	2%	-31%	-10%	-4%
MCF10A rereplic	-9%	-2%	-2%	4%
SW480 rerep	5%	?	1%	2%
HT1080 IDH1KD tx	2%	0%	8%	-21%
IL-1B inflam inh	9	7	22	5

From PubChem
